D3 ag – agonists of human D3 dopamine receptor; P35462; D3R DiscoveRx beta-arrestin cells, luminescence, 90 min; max activation, %; 410,000 tested, 0.58% active; AID 652048; in the data active = max activation above about 30%; also: 0% is about no effect; mostly tested at two doses, the higher about 12 µM
Target sequence (P35462 whole entry, looked up): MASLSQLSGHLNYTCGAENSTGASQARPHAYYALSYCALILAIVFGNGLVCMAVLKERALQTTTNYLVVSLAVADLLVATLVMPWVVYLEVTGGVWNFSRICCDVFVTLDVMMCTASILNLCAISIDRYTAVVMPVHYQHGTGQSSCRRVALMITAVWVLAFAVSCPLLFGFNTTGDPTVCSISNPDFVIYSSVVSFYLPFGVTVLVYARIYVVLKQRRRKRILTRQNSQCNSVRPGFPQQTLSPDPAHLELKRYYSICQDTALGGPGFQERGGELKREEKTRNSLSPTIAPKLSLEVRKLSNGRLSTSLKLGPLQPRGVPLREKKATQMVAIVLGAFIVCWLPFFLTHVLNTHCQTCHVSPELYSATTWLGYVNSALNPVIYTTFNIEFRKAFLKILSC
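Cells at 1500/well, incubated overnight, then treated with pinned compounds (dopamine as control) for 90 min at 37 degrees C. DiscoveRx reagent added for 30 - 60 minutes at room temperature; luminescence read.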
D3 antag – blocks the human D3 dopamine receptor; P35462; D3R cells, DiscoveRx beta-arrestin luminescence, antagonist mode; stronger effect = lower value; max response, negative = inhibition, %; 360,000 tested, 2.5% active; in the data active = max response below about -50%; inconclusive = no clear call, values can overlap the other calls; also: % is scaled to controls: 0 for no effect and ±100 for the full control effect; mostly tested at two doses, the higher about 12 µM
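Cells plated overnight at 1500 cells/well, then exposed to library compounds with dopamine controls for 90 minutes at 37 degrees C. DiscoveRx reagent added for 30–60 minutes at room temperature; luminescence read, quantitative HTS format.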
IL1B secr inh – inhibitors of inflammasome signaling (IL-1 beta secretion); 360,000 tested, 4.7% active; THP-1 LPS/ATP IL-1B secretion, AlphaLISA, 16 h; stronger effect = lower value; activity change, % at 57.5 µM; in the data active = activity change below about -50%; inconclusive = mostly about -30% to -49%; also: % is scaled to controls: 0 for no effect and ±100 for the full control effect
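THP-1 cells pretreated 1 hr with compounds (up to 57.5 uM final), then stimulated with LPS (250 ng/mL final) plus ATP (1.25 mM final); secreted IL-1B measured by AlphaLISA after 16 hr, decreased signal indicating inhibition.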
HT1080-NT tox – kills 2HG-producing HT-1080-NT fibrosarcoma cells; HT-1080-NT fibrosarcoma viability, CellTiter-Glo ATP luminescence, 48 h; Potency, µM (titrated, usually from 46.1 µM), for inactives: top-dose activity, negative = less viability, hits mostly cytotoxic; 360,000 tested, 1.6% active; AID 686970;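 also: NT is the 2HG producing partner of a matched IDH1 knockdown line; potency is read from the fitted curve at half-maximal effect; 0% = DMSO-treated cells and -100% = media-only wells without cells; nearly all actives have a fitted effect of over 55% in size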
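Luminescent CellTiter-Glo readout after 48 hours of compound exposure at 37 degrees C defined viability of HT-1080-NT cells. Activity was normalized to DMSO wells and cell-free media wells; concentration-response curves were fitted and assigned curve classes.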
KB-3-1 tox – KB-3-1 parental cell cytotoxicity. KB-3-1 viability, CellTiter-Glo ATP luminescence, 72 h. Potency, µM (doses to about 46.1 µM), without a hit: top-dose activity change, negative = cytotoxic, actives largely listed as cytotoxic. 400,000 tested, 1.4% active. AID 1347075; also: potency is read from the fitted curve at half-maximal effect; % is scaled to controls: 0 for no effect and ±100 for the full control effect; nearly all actives have a fitted effect of over 60% in size
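72 h, 37 °C compound treatment of KB-3-1 parental cells; CellTiter-Glo added, 10 min, luminescence read. Data corrected against DMSO-only plates and normalized before curve fitting.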
HT1080 IDH1KD tx – kills HT-1080 cells with IDH1 knockdown | HT-1080 IDH1 knockdown viability, ATP luminescence, 48 h | Potency, µM (titrated, usually from 46.1 µM), for the others: at the highest dose activity, negative = toxicity, usual class: cytotoxic | 360,000 tested, 2% active;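 also: potency is read from the fitted curve at half-maximal effect; 0% = DMSO wells and -100% = cell-free medium wells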
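After a 2 h attachment period, IDH1KD HT-1080 cells took pin-transferred compound for 48 h at 37 °C; ATP-based luminescence after 10 min room-temperature reagent incubation reported viability.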
KB-V1 MDR tox – KB-V1 MDR subline cytotoxicity; KB-V1 MDR cells viability, CellTiter-Glo, 72 h; Potency, µM (titrated, usually from 46.1 µM), without a hit: at the highest dose activity change, negative = cytotoxicity, hits mostly cytotoxic; 400,000 tested, 3.4% active; AID 1347076; also: potency is read from the fitted curve at half-maximal effect; % is scaled to controls: 0 for no effect and ±100 for the full control effect; nearly all actives have a fitted effect of over 60% in size
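Cells of the MDR subline KB-V1 are plated, dosed with compound at multiple concentrations, and incubated 72 h at 37 degrees C; CellTiter-Glo is then added and luminescence read after 10 min.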
SW480 rereplic – inducers of DNA re-replication in SW480 colon cancer cells | 340,000 tested, 1.8% active | Potency, µM (series often up to 46.1 µM), for inactives: top-dose re-replication activation, hits mostly activators | SW480 DNA re-replication, Hoechst DNA content imaging, 48 h; also: potency is read from the fitted curve at half-maximal effect; % of control where 0% means no effect; nearly all actives have a fitted effect of over 55% in size
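Image-based read-out: total Hoechst fluorescence of nuclei (405 nm excitation, 500-530 nm emission), with hits raising the fraction of high-intensity nuclei. SW480 colon cells incubated 48 hr with compounds at 37 C.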
GLP1R ag – activates the human GLP-1 receptor; P43220; HEK293 GLP-1R CRE-luciferase, luminescence, 4-6 h; cells express a hypersensitive GLP-1R form; Potency, µM (doses to about 45.6 µM), without a hit: top-dose activation, most hits filed as activators; 380,000 tested, 0.007% active; also: potency is read from the fitted curve at half-maximal effect; % of control where 0% means no effect
Target sequence (P43220 whole entry, looked up): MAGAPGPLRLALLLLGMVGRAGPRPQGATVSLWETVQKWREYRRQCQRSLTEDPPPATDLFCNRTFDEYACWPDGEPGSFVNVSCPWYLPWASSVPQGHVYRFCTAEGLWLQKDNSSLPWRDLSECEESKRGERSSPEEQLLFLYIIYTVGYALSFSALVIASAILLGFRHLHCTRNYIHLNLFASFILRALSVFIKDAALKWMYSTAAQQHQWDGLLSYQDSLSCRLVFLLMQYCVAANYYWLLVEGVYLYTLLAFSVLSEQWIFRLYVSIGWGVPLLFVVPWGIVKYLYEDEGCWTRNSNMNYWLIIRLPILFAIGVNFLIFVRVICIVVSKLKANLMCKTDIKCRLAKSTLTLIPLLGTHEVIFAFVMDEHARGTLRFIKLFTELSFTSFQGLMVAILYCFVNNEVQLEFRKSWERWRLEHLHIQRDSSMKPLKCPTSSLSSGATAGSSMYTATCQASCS
An asterisk follows results filed as active; ? = inconclusive; . = not tested or not shown; [ ] = another dose, or the depositor's remark. Unless noted, calls follow the shape of the dose curve; as a rule, active = well fitted curve in the direction sought with a large enough effect; inconclusive = small, poorly fitted or top-dose-only effect, or another doubt; inactive = no such curve, though single readings can be large; an effect the other way counts as inactive or inconclusive. Hits appear at their usual frequency. Share with any hit: about 12%.

Results follow in this order: D3 ag, D3 antag, IL1B secr inh, HT1080-NT tox, KB-3-1 tox, HT1080 IDH1KD tx, KB-V1 MDR tox, SW480 rereplic, GLP1R ag
> COc1cccc(-c2cc(C(F)(F)F)n3nc(-c4ccc(C)cc4)cc3n2)c1
  3, ., ., ., ?, ., -4%, ., -2%
> CCOc1ccccc1/C=N/NC(=O)CNC(=O)c1cccs1
  -4, -14, -17, 19%, 4%, -1%, ?, -8%, 4%
> Cn1c(CNC(=O)c2ccc(F)cc2)cc2ccccc21
  -3, -20, -8, 3%, -18%, -6%, -12%, -6%, 5%
> COc1ccc(-c2nc(C)c(CCNC(=O)C(=O)Nc3c(C)cccc3C)s2)cc1OC
  5, ., ., ., -9%, ., ?, ., 8%
> O=C1CCC(C(=O)N2CCC(O)CC2)CN1CCc1ccc(Cl)cc1 (stereo not given)
  5, 1, -2, 7%, -21%, 3%, 8%, -3%, -11%
> O=C(OCCN=C1NS(=O)(=O)c2ccccc21)c1ccco1
  -5, 25, 6, -25%, -2%, 7%, 2%, -4%, 20%
> COc1c(C)cccc1C(=O)Nc1ccc(N2CCOCC2)c(Cl)c1
  -15, 17, -69*, -2%, -3%, 2%, -23%, -4%, 14%
> CCCCOc1ccc(CN(CCO)CCO)cc1[N+](=O)[O-]
  4, -19, -13, 2%, -2%, -6%, -2%, ?, 15%
> COc1ccccc1CNCc1cccc(Oc2ccccc2)c1
  2, 1, -83*, -27%, -9%, ?, -9%, -12%, 8%
> Cc1cccc(C)c1N(CC(=O)N1CCN(C)CC1)S(C)(=O)=O
  4, -79*, 5, 14%, -3%, 15%, 12%, 0%, -5%
> COc1ccc(NC(=O)c2cc(C3CCCCN3C(=O)C3CC3)on2)c(C)c1 (stereo not given)
  -23, -111*, -12, 4%, 0%, 24%, -22%, ., -1%
> CC(C)Cn1c(NCCN(C)C)nc2c1c(=O)[nH]c(=O)n2C
  -9, -6, 9, 0%, -1%, -6%, 4%, -10%, 0%
> CC(=O)Nc1ccc(NC(=O)C(C)OC(=O)C2CCCCC2)cc1 (stereo not given)
  -8, -2, 2, -7%, -2%, -4%, -23%, -10%, 1%
> O=C(NCCN1CCOCC1)Nc1cccc(Cl)c1
  5, 5, 3, -1%, 8%, 2%, 12%, -6%, 3%
> O=C(CN1C(=O)C2C3C=CC(C3)C2C1=O)N1CC(=O)N(CCc2ccccc2)C(=O)C1 (stereo not given)
  -1, 4, 0, 9%, -1%, 5%, 7%, 2%, 2%
> Cc1ccc(NC(=S)NC2CCN(Cc3ccccc3)CC2)c(C)c1
  -23, ?, -57*, -1%, -1%, 12%, 0%, 2%, -4%
> Cc1cc(C)n(Cc2ccc(C(=O)NCCC3=CCCCC3)o2)n1
  1, -13, -10, 0%, 0%, -5%, ?, 0%, 1%
> O=C(Nc1cccc2ncccc12)C12CC3CC(CC(C3)C1)C2
  3, 9, -2, -8%, 0%, -12%, 14%, -5%, 2%
> CCC(C)N1C(=O)CN(C2CCCCCC2)C(=O)C1c1ccccc1F (stereo not given)
  -2, 16, -5, -18%, -4%, 4%, ?, -3%, 6%
> CN=C1S/C(=C\c2ccc(O)c(Br)c2)C(=O)N1C
  -3, -7, -1, -5%, ?, -10%, -30%, 12%, -6%

Exported tab-delimited: five of the compounds above
Structure	D3 ag	D3 antag	IL1B secr inh	HT1080-NT tox	KB-3-1 tox	HT1080 IDH1KD tx	KB-V1 MDR tox	SW480 rereplic	GLP1R ag
COc1ccc(-c2nc(C)c(CCNC(=O)C(=O)Nc3c(C)cccc3C)s2)cc1OC	5	.	.	.	-9%	.	?	.	8%
O=C1CCC(C(=O)N2CCC(O)CC2)CN1CCc1ccc(Cl)cc1 (stereo not given)	5	1	-2	7%	-21%	3%	8%	-3%	-11%
O=C(OCCN=C1NS(=O)(=O)c2ccccc21)c1ccco1	-5	25	6	-25%	-2%	7%	2%	-4%	20%
COc1c(C)cccc1C(=O)Nc1ccc(N2CCOCC2)c(Cl)c1	-15	17	-69*	-2%	-3%	2%	-23%	-4%	14%
CCCCOc1ccc(CN(CCO)CCO)cc1[N+](=O)[O-]	4	-19	-13	2%	-2%	-6%	-2%	?	15%

(further entries)
Results follow in this order: D3 ag, D3 antag, IL1B secr inh, HT1080-NT tox, KB-3-1 tox, HT1080 IDH1KD tx, KB-V1 MDR tox, SW480 rereplic, GLP1R ag
> Cc1cccc2c(=O)cc(C)n(Cc3ccccc3)c12
  -7, 3, 8, -19%, 8%, -40%, ?, -3%, 4%
> O=C(/C=C/c1ccc2c(c1)OCO2)N1CCN(c2ccc(Cl)cc2)CC1
  -3, -7, 0, 1%, 0%, -5%, 1%, 1%, 0%
> CCCN(C(=O)CCNC(=O)Cn1cnc2ccccc2c1=O)c1cccc(Cl)c1
  4, -4, 2, -8%, 4%, -3%, -12%, 1%, 6%
> CC(C)C[C@H]1CNC(=S)N1C[C@H]1CCCN1C[C@H](CC(C)C)N1C[C@H](Cc2ccccc2)N(CCc2ccccc2)C1=S
  -3, -17, ?, ?, -1%, -2%, ?, ., 0%
> Cc1ccc(Cl)c(OCC(O)CN(CCO)CCO)c1 (stereo not given)
  -3, -15, 2, 0%, 1%, -5%, 11%, 0%, 4%
> COc1cccc(CNC(=O)Cn2c(=O)ccc3cc(S(=O)(=O)N4CCCC4)ccc32)c1
  -1, ., ., ., -2%, ., -8%, ., 16%
> O=C1COc2ccc(S(=O)(=O)CCC(=O)N3CCN(c4cccc(C(F)(F)F)c4)CC3)cc2N1
  27, 28, -11, -19%, ?, ?, 0%, 2%, -1%
> CNc1ccc(Br)cc(C(=O)/C=C/c2cccc(OC)c2)c1=O
  -1, -7, -101*, ?, ?, ?, ?, ?, -14%
> COc1ccccc1CNC(=O)C(NS(=O)(=O)c1cccc2nsnc12)C(C)C (stereo not given)
  -5, -15, 4, 9%, 1%, 2%, -14%, -6%, -1%
> CN(C(=O)CCc1ccccc1F)C1CCCN(Cc2ccccc2F)C1 (stereo not given)
  -8, 23, -9, 0%, -12%, -10%, -4%, ?, -3%
> NC(=O)COC(=O)c1cc(S(=O)(=O)N2CCN(c3ccccc3)CC2)ccc1Cl
  2, 20, 0, -9%, 11%, -10%, 2%, -18%, 1%
> CCOc1ccc(C(=O)NCC(=O)NNC(=O)CN(C)S(=O)(=O)c2ccc(Cl)cc2)cc1
  -7, 4, -2, -2%, -3%, 11%, ?, -3%, -9%
> CN1C(=O)C(CC(=O)Nc2ccc(F)cc2)N(Cc2cccs2)C1=S (stereo not given)
  -1, -20, 22, 1%, 18%, -20%, -16%, 14%, 9%
> COc1ccc2c(c1)OC1=C(C(=O)CCC1)C2C1=C(O)CCCC1=O (stereo not given)
  -6, 8, -17, 6%, 5%, 18%, 4%, 1%[9.22 µM], -7%
> O=C(Cc1ccc(Cl)cc1)Nc1ccc2oc(-c3ccncc3)nc2c1
  3, 2, 61, ?, -12%, ?, -1%, -6%[9.22 µM], 0%
> Cc1ccc(CC(=O)O/N=C(\N)c2ccccn2)cc1
  6, 5, -29, 13%, 14%, 12%, 7%, 14%, -3%
> COC(=O)Nc1nc(-c2ccc(F)cc2)c(C)s1
  -12, -7, -16, -1%, 1%, 3%, -13%, -3%, 7%
> C(=N\Nc1nc2ccccc2[nH]1)/c1c[nH]c2ccccc12
  47*, 30, -95*, 16µM*, -6%, ?, -7%, 3%, 14%
> O=C(CCOc1ccccc1)Nc1cccc(S(=O)(=O)Nc2ccccc2Cl)c1
  0, 0, 0, -3%, -12%, -4%, ?, 4%, 0%
> CN(C)S(=O)(=O)c1ccc(Cl)c(C(=O)NNC(=O)c2ccc3c(c2)OCO3)c1
  -1, -13, -9, 1%, -12%, 0%, -17%, 2%, -3%
> NCCNC(=O)c1ncsc1-c1cccc(F)c1
  -33, -52*, -14, -4%, -3%, 1%, 10%, 8%, -8%
> NC(=O)C1CCCN(C(=O)c2[nH]c(C(F)(F)F)nc2-c2ccccc2)C1 (stereo not given)
  7, 31, 16, 6%, 0%, 11%, 15%, ., -2%
> CC1=C(C(=O)Nc2ccccc2)C(c2ccc(C)o2)N2C(=O)CSC2=N1 (stereo not given)
  -6, 5, 6, 1%, 10%, 0%, 0%, 0%, -38%[inhibitor]
> COc1cc2c(cc1OC)C(c1ccc(Cl)cc1)=NCC2
  -2, 7, ?, 8%, -12%, -11%, -18%, 11%, 14%
> Cc1ccc(NC(=O)c2cc(NC(=O)c3ccco3)ccc2N2CCOCC2)cc1Cl
  -3, 13, -19, -10%, 8%, 2%[9.24 µM], ?, -6%, 6%
> Cc1ccc(C)c(N(CC(=O)N2CCc3ccccc3C2)S(C)(=O)=O)c1
  2, -1, 0, -1%, -9%, -6%, -22%, -4%, -2%
> CC(N=c1ccccn1C(=O)Nc1ccc(F)cc1)c1ccco1 (stereo not given)
  -1, -3, -12, 0%, 8%, 6%[9.24 µM], -3%, -2%, 1%
> CCOc1ccc(C2C(C(=O)c3ccc(C)o3)=C(O)C(=O)N2CCCN(CC)CC)cc1 (stereo not given)
  4, 8, 5, -1%, 21%, 2%, 0%, -10%, -1%
> O=C(NC1CCCC1)C(c1cccs1)N(Cc1ccco1)C(=O)Cn1nnc(-c2cccs2)n1 (stereo not given)
  -7, -3, -20, -9%, -21%, -26%, ?, -2%, 1%
> NS(=O)(=O)c1ccc(NC(=S)N2CCN(Cc3ccc(Cl)c(Cl)c3)CC2)cc1
  8, -12, -72*, -25%, -6%, -13%, -1%, -11%, 5%
> CC(=O)Nc1ccc(S(=O)(=O)Nc2ccc(Cl)cn2)cc1
  1, 15, 8, 7%, 12%, 1%, -1%, 1%, 0%
> CCOC(=O)C1CC2=C(CC(C)(C)CC2=O)N(CCOC)C1=O (stereo not given)
  18, 20, 1, 15%, 19%, 11%, 7%, -38%[inhibitor][9.22 µM], -3%
> CCCCN(C)C(=O)C1CCN(C/C(C)=C/c2ccccc2)CC1
  1, -65*, 0, -5%, 4%, -5%, -9%, 6%, -4%
> CCc1cccc(-n2c(C)nc3c(cnn3-c3ccc(C)c(C)c3)c2=O)c1
  6, ., ., ., ?, ., -37%, ., -5%
